Compound activity from PubChem.
APEX1 inh: APE1 (human) endonuclease inhibition; 350,000 tested, 0.35% active; P27695; Potency, µM (top dose mostly 65.8 µM), inactives show at the highest dose activity change, negative = inhibition, most hits filed as inhibitors; recombinant APE1, TAMRA/BHQ-2 abasic DNA cleavage fluorescence;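 also: plate controls were vehicle for no effect and reference inhibitor for full effect; nearly all actives have a fitted effect of over 55% in size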
Target sequence (P27695 whole entry, looked up): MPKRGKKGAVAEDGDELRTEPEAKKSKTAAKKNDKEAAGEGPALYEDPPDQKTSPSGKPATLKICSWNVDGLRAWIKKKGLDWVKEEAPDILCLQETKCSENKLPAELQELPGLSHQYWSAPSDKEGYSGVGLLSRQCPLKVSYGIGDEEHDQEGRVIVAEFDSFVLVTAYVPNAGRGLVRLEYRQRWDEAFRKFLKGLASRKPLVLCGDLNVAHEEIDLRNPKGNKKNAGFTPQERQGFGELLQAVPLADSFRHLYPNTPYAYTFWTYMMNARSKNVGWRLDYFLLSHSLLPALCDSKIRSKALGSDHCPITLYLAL
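Endonuclease cleavage of a quenched abasic-site DNA duplex (50 nM) by APE1 (0.75 nM) was tracked by TAMRA dequenching. Compounds were preincubated with enzyme 15 min at room temperature; data normalized to buffer-only and DMSO wells plus NSC13755 control.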
POLB inh: DNA polymerase beta (human) inhibition; P06746; Pol beta primer extension/strand displacement, fluorescence kinetic; Potency, µM (series often up to 114 µM), without a hit: at the top dose activity change, negative = inhibition, usual class: inhibitors; 340,000 tested, 1.3% active; also: % is scaled to controls: 0 for no effect and ±100 for the full control effect
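Curves were derived by four-parameter Hill fits of normalized qHTS data. The kinetic fluorescent primer-extension read was taken at 0 and 10 min after 50 nM substrate, following a 15 min room-temperature preincubation of 10 nM enzyme with compounds.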
Pol eta inh: blocks human DNA polymerase eta activity; Q9Y253; recombinant Pol eta, fluorescent DNA replication assay; Potency, µM (series often up to 114 µM), inactives show at the top dose activity change, negative = inhibition, most hits filed as inhibitors; 390,000 tested, 1.2% active; AID 588591; also: % is scaled to controls: 0 for no effect and ±100 for the full control effect
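Fluorescent replication assay: 50 nM final substrate added after a 15 min room-temperature compound preincubation with 10 nM enzyme. Signal taken at 0 min and again at 10 min.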
JMJD2A Tudor: blocks the human JMJD2A Tudor domain | O75164 | AlphaScreen JMJD2A-Tudor / H3K4me3 peptide binding | Potency, µM (series often up to 114 µM), for the others: at the highest dose activity change, negative = inhibition, usual class: inhibitors | 390,000 tested, 4.4% active; also: % is scaled to controls: 0 for no effect and ±100 for the full control effect; nearly all actives have a fitted effect of over 50% in size
BAZ2B block: blocks human BAZ2B; Q9UIF8; AlphaScreen BAZ2B-H3K14Ac peptide displacement; Potency, µM (titrated, usually from 114 µM), for inactives: at the highest dose activity change, negative = inhibition, usual class: inhibitors; 360,000 tested, 4.4% active; AID 504333; also: % is scaled to controls: 0 for no effect and ±100 for the full control effect; nearly all actives have a fitted effect of over 60% in size
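Multi-concentration screen (max 110 uM) measuring displacement of acetylated histone H3 peptide from BAZ2B by AlphaScreen, using 50 nM protein, 50 nM peptide and 10 ug/mL streptavidin donor plus Ni-chelate acceptor beads.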
G9a inh: G9a (human) methyltransferase inhibition; Potency, µM (highest dose often 102 µM), without a hit: at the top dose activity, negative = inhibition, hits mostly inhibitors; G9a H3K9 monomethylation, AlphaScreen, 2 h; AID 504332; Q96KQ7; 350,000 tested, 8.8% active; also: % is scaled to controls: 0 for no effect and ±100 for the full control effect; nearly all actives have a fitted effect of over 75% in size
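Using a bead-based AlphaScreen, monomethylated H3K9 product from 2 h room-temperature reactions (G9a 20 nM, peptide 500 nM, SAM 20 uM) was detected with 0.5 ug/mL rabbit anti-H3K9me1 antibody.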
POLI inh: inhibitors of human DNA polymerase iota; Pol iota fluorescent replication assay, 10 min; Potency, µM (doses to about 115 µM), inactives show at the top dose activity, negative = inhibition, most hits filed as inhibitors; 390,000 tested, 1% active; AID 588590
Target sequence (Q9UNA4 whole entry, looked up): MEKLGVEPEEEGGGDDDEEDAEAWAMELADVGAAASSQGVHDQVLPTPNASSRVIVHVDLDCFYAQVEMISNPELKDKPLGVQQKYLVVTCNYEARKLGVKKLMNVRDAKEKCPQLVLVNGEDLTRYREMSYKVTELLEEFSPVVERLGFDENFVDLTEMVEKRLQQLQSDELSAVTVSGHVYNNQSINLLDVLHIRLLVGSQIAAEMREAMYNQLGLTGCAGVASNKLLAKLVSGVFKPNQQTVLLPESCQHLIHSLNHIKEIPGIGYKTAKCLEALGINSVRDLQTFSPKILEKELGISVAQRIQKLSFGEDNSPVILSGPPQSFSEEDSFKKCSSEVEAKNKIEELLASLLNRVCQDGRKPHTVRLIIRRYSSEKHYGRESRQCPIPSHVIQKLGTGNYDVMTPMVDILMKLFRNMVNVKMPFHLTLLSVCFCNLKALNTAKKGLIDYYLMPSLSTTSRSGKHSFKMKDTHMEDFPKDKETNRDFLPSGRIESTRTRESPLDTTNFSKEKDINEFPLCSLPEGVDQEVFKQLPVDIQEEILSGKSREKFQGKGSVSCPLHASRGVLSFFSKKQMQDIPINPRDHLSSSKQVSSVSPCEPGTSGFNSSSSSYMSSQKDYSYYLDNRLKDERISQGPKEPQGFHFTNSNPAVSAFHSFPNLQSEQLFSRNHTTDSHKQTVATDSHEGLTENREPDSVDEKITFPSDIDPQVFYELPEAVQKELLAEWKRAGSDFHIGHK
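Pol iota at 10 nM preincubated 15 min with compounds at room temperature; reaction started with fluorescent substrate, 50 nM final. Fluorescence read kinetically at 0 and 10 min; buffer-only wells as negative control.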
POLK inh: DNA polymerase kappa (human) inhibition; 400,000 tested, 0.53% active; purified Pol kappa, fluorescent DNA synthesis assay, 10 min; Potency, µM (doses to about 107 µM), for the others: at the top dose activity, negative = inhibition, hits mostly inhibitors; Q9UBT6; AID 588579; also: % is scaled to controls: 0 for no effect and ±100 for the full control effect
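First, compounds were pin-transferred onto 10 nM Pol kappa. After 15 min at room temperature, substrate was added to 50 nM final. Fluorescence was then measured kinetically at 0 and 10 min.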
BLM inh: blocks DNA unwinding by human BLM helicase; AID 2528; Potency, µM (top dose mostly 56.1 µM), for the others: at the top dose activity change, negative = inhibition, hits mostly inhibitors; 350,000 tested, 0.2% active; recombinant BLM DNA unwinding, fluorescence dequenching; P54132;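 also: plate controls were vehicle for no effect and no enzyme for full effect; nearly all actives have a fitted effect of over 35% in size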
* = called active by the depositor; ? = inconclusive; · = not tested or not shown; [ ] = another dose, or the depositor's remark. Calls follow the shape of the dose curve; as a rule, active = well fitted curve in the direction sought with a large enough effect; inconclusive = small, poorly fitted or top-dose-only effect, or another doubt; inactive = no such curve, though single readings can be large; an effect the other way counts as inactive or inconclusive. Potency is read from the fitted curve at half-maximal effect. Only part of the results is shown; the hit share may differ from the screen's.

Below each compound: APEX1 inh	POLB inh	Pol eta inh	JMJD2A Tudor	BAZ2B block	G9a inh	POLI inh	POLK inh	BLM inh
- O=C(COc1ccc(Cl)cc1)N(Cc1ccco1)c1ccccn1
    ·	3.6%	-12.0%	-13.6%	-24.8%	0.4%[59 µM]	28.0%	-1.0%	-1.5%
- COC(=O)c1cc(COc2ccc3c4c(c(=O)oc3c2)CCCC4)c(C)o1
    -0.2%	-1.3%	-9.1%	-11.8%	2.0%	9.6%[59 µM]	-11.9%	-2.7%	-2.3%
- COc1ccc(C(=O)/C=C/c2ccc(OCc3ccccc3)cc2)cc1CSCC(=O)O
    6.9%	5.4%	44.7µM*	56.2µM*	-6.2%	55.7%[activator]	44.7µM*	-19.5%	-4.1%
- O=C(Nc1nnc(SCc2c(Cl)cccc2Cl)s1)C1CCCO1 (stereo not given)
    -3.7%	-0.5%	-3.2%	-12.0%	0.3%	47.8%[12.7 µM]	19.8%	-8.6%	-3.6%
- COc1ccc(NC(=O)CN2C(=O)NC(C)(c3ccc(C)cc3)C2=O)c([N+](=O)[O-])c1 (stereo not given)
    13.4%	21.2%	-10.0%	-29.6%	?	-14.8%	35.5%[activator]	-3.4%	-3.6%
- COc1ccc(-c2ccnc(SCC(=O)c3ccc(Br)cc3)n2)cc1
    22.6%	?	-8.6%	-2.7%	0.4%	34.1%[59 µM]	5.7%	0.4%	-1.3%
- CCC(C(=O)OCC(=O)Nc1c(C)n(C)n(-c2ccccc2)c1=O)c1ccccc1 (stereo not given)
    -5.3%	-1.9%	-13.4%	-7.5%	-2.7%	-38.0%[12.7 µM]	-6.9%	-6.2%	0.3%
- CCCn1c(SCC(=O)N2CC(=O)Nc3ccccc32)n[nH]c1=O
    9.7%	·	-14.0%	-6.2%	·	·	16.7%	2.4%	·
- COCC(=O)Nc1cc(C(=O)OC)cc(C(=O)OC)c1
    -4.0%	-1.1%	-12.1%	11.0%[57.1 µM]	11.9%	-0.2%[59 µM]	16.2%	-11.6%	-1.4%
- Clc1ccc(CN2CCC(c3nc4ccc(Cl)cc4[nH]3)CC2)cc1
    13.4%	5.8%	-20.0%	-23.6%	-3.7%	-9.3%[0.501 µM]	14.7%	-4.0%	0.4%
- O=C(NCc1ccccc1)NC1CC2CCC(C1)N2Cc1ccco1 (stereo not given)
    1.5%	11.8%	-14.6%	-12.0%	6.0%	5.9%[59 µM]	-7.8%	-7.6%	0.9%
- COC(=O)Cc1ccc(NC(=S)N2CCCCC2C)cc1 (stereo not given)
    9.4%	-1.4%	-1.6%	-13.0%	-16.0%	20.4%[12.7 µM]	159.5%[activator]	-10.8%	-10.3%
- COc1ccc(C2c3c(ncn(CCN4CCOCC4)c3=N)Oc3ccc4ccccc4c32)cc1 (stereo not given)
    -3.2%	-13.4%	-23.5%	?	-37.5%	23.3%[12.7 µM]	15.5%	-13.3%	27.5%
- COc1cccc(Cn2c(SCC(=O)N(C)c3ccccc3)nc3ccccc32)c1
    ·	10.9%	-5.8%	-10.3%	-16.7%	-6.9%[59 µM]	12.8%	-7.2%[60.1 µM]	-4.4%
- Cc1ccc(C(=O)Nc2ccccc2)cc1S(=O)(=O)Nc1ccccc1
    ·	-18.5%	-22.1%	-9.7%	-25.5%	8.4%[59 µM]	14.3%	-2.0%	-12.6%
- Cc1nc(SCC(=O)Nc2ccc(C)c(F)c2)c2oc3ccccc3c2n1
    2.2%	24.6%	?	13.4%	1.6%	-1.2%	-12.3%	-9.8%	-0.5%
- c1coc(C2=NC(c3ccco3)C(c3ccco3)N2)c1 (stereo not given)
    ·	·	-3.1%	-17.5%	·	·	?	?	·
- COc1ccc(-c2nc3c(c(SCC(=O)N4CCCCC4)n2)Cc2cc(C)ccc2O3)cc1
    ·	15.5%	-16.7%	-7.9%	-0.5%	0.3%[59 µM]	50.6%[activator]	-11.1%	-2.3%
- Fc1ccc(N2CCN(C(c3cccs3)c3nnnn3C3CCCC3)CC2)cc1 (stereo not given)
    -2.1%	-0.8%	-9.0%	-22.1%	-29.6%	-9.8%[59 µM]	24.4%	-5.7%[60.1 µM]	-6.5%
- Cc1cc(OCC(=O)Nc2ccncc2)ccc1Br
    -0.1%	37.9%	-9.0%	-9.7%	-3.9%	13.5%	-4.6%	7.3%	-1.9%
- Cc1cccc(C(=O)O/N=C(\N)Cc2cccc3ccccc23)c1
    -5.3%	47.0%	-5.4%	-5.8%	0.4%	·	32.5%	2.7%	-1.6%
- CCN1CCN(c2ncnc3c2cnn3-c2ccc(F)cc2)CC1
    ·	2.0%	-13.2%	-7.6%	-1.5%	-50.8%[59 µM]	39.8%[activator]	-11.7%[60.1 µM]	2.7%
- O=C(Nc1nnc(-c2cccnc2)o1)c1ccccc1Cl
    -3.4%	69.6%	1.2%	-11.3%	·	?	188.0%[activator]	3.6%	1.3%
- O=C(O)CCC(NC(=O)OCc1ccccc1)C(=O)O (stereo not given)
    -0.9%	17.4%	-11.2%	-9.4%	-0.7%	13.6%[2.33 µM]	-9.2%	-15.0%	1.0%
- CC1(C)CC2CC(C)(CN2C(=O)c2ccccc2)C1 (stereo not given)
    12.2%	9.3%	-13.4%	-7.7%	-0.5%	4.0%[0.501 µM]	47.1%[activator]	2.6%	-3.6%
- Cc1ccc(NC(=O)CSC(C)C(=O)OCC(=O)N2CCN(C(=O)c3ccco3)CC2)cc1 (stereo not given)
    0.2%	·	-9.2%	-14.4%	-1.9%	-17.6%[2.33 µM]	-8.2%	-7.7%	·
- Cc1ccn2cc(C(=O)N3CCCC(Nc4ccc(F)cc4)C3)nc2c1 (stereo not given)
    19.9%	11.8%	-1.9%	-25.5%	-19.2%	10.0%	21.0%	-2.8%	-1.0%
- O=C(CCc1nc2ccccc2[nH]c1=O)OCC(=O)N1CCc2ccccc21
    2.5%	13.0%	-2.4%	-4.1%	-0.3%	25.6%[59 µM]	-1.5%	-13.7%	-1.9%
- O=C(O)c1ccc2c(c1)CCC2
    7.5%	4.4%	-11.3%	11.7%	-30.5%	-15.2%	9.4%	-10.3%	0.4%
- CCCS(=O)(=O)N1CCCC(C(=O)NCCCN(C)Cc2ccccc2)C1 (stereo not given)
    -5.4%	33.3%	6.7%	-13.6%	8.8%	·	9.7%	-5.4%	0.6%
- CCOC(=O)c1c(C)[nH]c(C(=O)OC(C)C(=O)NC2CCCCC2C)c1C (stereo not given)
    32.7%	·	-7.2%	-10.8%	-4.1%	-23.7%[59 µM]	6.2%	-0.5%	·
- Cc1ccc(N(CCC#N)C(=O)CSc2nnc3ccccn23)cc1
    33.5%	·	-7.3%	-8.4%	-16.5%	28.7%[12.7 µM]	19.0%	-4.7%	·
- COc1ccc(CCNC(=O)CSc2nc(C)cs2)cc1
    3.8%	33.1%	-11.0%	-15.5%	-2.3%	11.3%[59 µM]	1.5%	-4.2%	1.9%
- CCOc1ccc(-c2nnc(SCC(=O)N(CC)CC)n2N)cc1
    0.0%	2.9%	-7.4%	-6.3%	12.3%	-9.5%	16.9%	-9.5%	-0.3%
- CCOc1cc(CNC(=O)c2ccc3c(c2)N(C)C(=O)C2CCCCN32)cc(OCC)c1OCC (stereo not given)
    ·	2.7%	-17.7%	-28.1%	-22.2%	-13.9%[59 µM]	9.4%	-8.6%[60.1 µM]	-4.0%
- O=C(Nc1cccc(S(=O)(=O)N2CCCC2)c1)c1cc(-c2ccccn2)nc2ccccc12
    -3.7%	1.0%	-3.8%	-29.5%	-28.3%	?	-1.0%	-19.6%	-6.9%
- O=C(O)c1oc2ccccc2c1CSCc1ccccc1
    -2.3%	-1.4%	-17.1%	-9.1%	·	?	127.0%[activator]	-11.8%	-0.2%
- Cc1noc(C)c1S(=O)(=O)N1CCC(C(=O)N2CCN(c3ccc(Cl)cc3)CC2)CC1
    -0.1%	-1.0%	-1.9%	-8.1%	-31.8%	?	2.4%	-15.0%	-0.8%
- Cc1ccc2c(CC(=O)N(Cc3ccc(N(C)C)cc3)Cc3ccco3)coc2c1C
    ·	3.3%	-6.6%	12.6µM*	8.91µM*	8.91µM*	-5.2%	-15.2%	-17.1%
- COc1cc(C(=O)NC(=S)Nc2ccccc2[N+](=O)[O-])cc(OC)c1OC
    1.6%	24.7%	-15.4%	28.2µM*	?	?	19.0%	1.7%	-6.3%
- CCN(c1ccccc1)S(=O)(=O)c1ccc(Oc2ccccc2C(C)=O)nc1
    -5.9%	·	-25.2%	11.0%	·	·	2.5%	0.6%	·
- Cc1cccnc1Oc1ncccc1N
    ·	·	-23.1%	7.0%	·	·	-4.4%	5.2%	·
- CC1=C(OC(=O)c2ccccc2)C(C)(C)C(c2ccc(Br)cc2)OC1=O (stereo not given)
    -2.4%	1.9%	-19.3%	-21.3%	?	2.8%[59 µM]	1.1%	1.0%	0.4%
- CCOC(=O)CN1C(=O)C(C)(C)Oc2ccc(C(=O)NC(C)(C)CC)cc21
    -17.3%	67.6%	6.6%	-17.5%	1.3%	-43.3%[59 µM]	22.0%	-3.4%	-1.9%
- O=C(NCC(=O)N(CCN1CCOCC1)C(C(=O)NC1CCCC1)c1ccccc1)c1cccs1 (stereo not given)
    -1.2%	-6.9%	-8.1%	-6.2%	-2.9%	·	11.0%	-4.6%	-3.8%
- CCOc1ccc(Nc2ncnc3ccc([N+](=O)[O-])cc23)cc1
    -1.7%	6.6%	?	-22.3%	-35.7%	-26.0%	69.0%[activator]	2.2%	-8.6%

Record cards, as listed above.
CCN(c1ccccc1)S(=O)(=O)c1ccc(Oc2ccccc2C(C)=O)nc1 in the list: APEX1 inh: -5.9%; POLB inh: ·; Pol eta inh: -25.2%; JMJD2A Tudor: 11.0%; BAZ2B block: ·; G9a inh: ·; POLI inh: 2.5%; POLK inh: 0.6%; BLM inh: ·
CC1=C(OC(=O)c2ccccc2)C(C)(C)C(c2ccc(Br)cc2)OC1=O (stereo not given) in the list: APEX1 inh: -2.4%; POLB inh: 1.9%; Pol eta inh: -19.3%; JMJD2A Tudor: -21.3%; BAZ2B block: ?; G9a inh: 2.8%[59 µM]; POLI inh: 1.1%; POLK inh: 1.0%; BLM inh: 0.4%
